Screening results (PubChem BioAssay)
DNMT1 inh: human DNMT1 methyltransferase inhibitors, primary screen, biochemical, molecular beacon, fluorescence, HinP1I cleavage, uHTS | 360,000 compounds, 0.83% hits | inhibition (reported as % activation of signal), % at 10 µM | DNA (cytosine-5)-methyltransferase 1 (Homo sapiens), P26358 | AID 588458, 2011; in the data active means inhibition above about 50%
Scp-1 inhibitor: Scp-1 phosphatase inhibitors, primary screen, biochemical, colorimetric, uHTS; 340,000 compounds, 0.88% hits; inhibition, % at 20 µM; Recombinant Scp1, phosphopeptide, malachite green phosphate absorbance;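 active means inhibition above about 50% at 20 µM, limit read from the data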;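 further: plate controls were DMSO wells with enzyme for no effect and wells lacking enzyme for full effect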
Target sequence (Q9GZU7 76-261 limits assumed): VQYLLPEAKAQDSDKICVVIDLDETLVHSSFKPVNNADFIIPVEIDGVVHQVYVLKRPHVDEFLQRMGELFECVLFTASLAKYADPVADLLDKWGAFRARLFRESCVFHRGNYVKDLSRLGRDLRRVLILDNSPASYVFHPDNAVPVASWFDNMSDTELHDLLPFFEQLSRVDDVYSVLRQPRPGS
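Test system: SCP-1 phosphatase catalytic domain, residues 76-261; measured by: colorimetric phosphate reagent with accelerator and stabiliser, absorbance at 630 nm; timing: enzyme reaction 45 min at room temperature, colour 5 min, stabilisation 30 min; also added: Phosphorylated 17-residue peptide substrate; compound dosing: one concentration, 20 µM, with 1.0% DMSO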
Neddylation inh: inhibitors of cullin neddylation, primary screen, biochemical, TR-FRET, uHTS, NAE and Ubc12 | NEDD8-conjugating enzyme Ubc12 (Homo sapiens) + NEDD8-activating enzyme E1 regulatory … | calls only at 25 µM | 360,000 compounds, 0.58% hits; in the data active means inhibition above about 36%
NadD inh: inhibitors of S. aureus NadD, primary screen, biochemical, colorimetric, uHTS | inhibition, % at 20 µM | 360,000 compounds, 0.78% hits | purified NadD enzyme, colorimetric absorbance read-out; in the data active means inhibition above about 26%; further: some compounds past the cut are filed as inactive
Rin1-Abl PPI inh: inhibitors of Rin1-Abl protein binding, primary screen, biochemical, TR-FRET; Tyrosine-protein kinase ABL1 (Homo sapiens) + Ras and Rab interactor 1 (Homo sapiens), …; inhibition, % at 7.35 µM; 360,000 compounds, 0.4% hits; in the data active means inhibition above about 5%, passing the limit was not always enough
CSN inh: inhibitors of CSN-mediated cullin deneddylation, primary screen, biochemical, fluorescence polarization, uHTS; COP9 signalosome complex subunit 5 (Homo sapiens), Q92905; Purified CSN, SCF-Nedd8-OG deneddylation; inhibition, % at 12.5 µM; 360,000 compounds, 0.38% hits;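 active means pattern-corrected inhibition above about 35%, with an unprinted fluorescence ratio check between 0.5 and 1.5, limit read from the data, passing the limit was not always enough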;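 further: 0% = enzyme with substrate and 100% = substrate without enzyme; some results filed as inactive read as strong as hits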
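Test system: purified human Csn5 enzyme expressed in HEK293T cells. Amount: 0.24 nM enzyme. Reagent: SCFSkp2-Nedd8OG substrate at 10 nM final. Schedule: 90 min incubation of compound, enzyme and substrate at room temperature. Detection: fluorescence polarization. Read-out: % inhibition of substrate cleavage by Csn5.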
LMPTP block: LMPTP phosphatase inhibitors, primary screen, biochemical, fluorescence intensity, uHTS. Low molecular weight phosphotyrosine protein phosphatase (Homo sapiens), P24666. recombinant LMPTP-A, OMFP fluorogenic substrate. inhibition, % at 20 µM. 360,000 compounds, 0.22% hits;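 active means compounds that cut the enzyme signal by at least half of the control window in the single-dose screen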;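 further: plate controls were DMSO wells with enzyme plus substrate for no effect and substrate without enzyme for full effect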
Target sequence (P24666 whole entry, looked up): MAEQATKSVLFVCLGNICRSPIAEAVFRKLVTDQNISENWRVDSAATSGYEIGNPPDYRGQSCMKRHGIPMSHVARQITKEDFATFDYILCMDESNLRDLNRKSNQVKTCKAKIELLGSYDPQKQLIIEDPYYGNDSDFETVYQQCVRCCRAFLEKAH
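Assay system: LMPTP-A, protein tyrosine phosphatase of low molecular weight / Medium: pH 6.0 Bis-Tris buffer with DTT and Triton X-100 / Schedule: 50 min enzyme reaction at room temperature, protected from light / Measured by: endpoint fluorescence intensity from OMFP dephosphorylation / Read-out basis: % inhibition relative to no-enzyme and uninhibited control wells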
Rpn11 block: Rpn11 (PSMD14) deubiquitinase inhibitors, primary screen, biochemical, fluorescence polarization, uHTS | human 26S proteasome, Ub4-pepOG fluorescence polarization; 20S core pre-blocked with epoxomicin | calls only at 20 µM | 360,000 compounds, 0.59% hits | AID 588493, 2011;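 active means inhibition at 20 µM, scaled to each plate's controls, above about 33%, limit read from the data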
STEP block: STEP phosphatase inhibitors, primary screen, biochemical, fluorescence intensity, uHTS; Tyrosine-protein phosphatase non-receptor type 5 (Homo sapiens), P54829; recombinant STEP, OMFP fluorogenic substrate; inhibition, % at 20 µM; 360,000 compounds, 0.25% hits;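 active means inhibition at 20 µM, scaled per plate between control wells, above about 37%, limit read from the data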;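 further: 0% = DMSO with enzyme and substrate and 100% = substrate only without enzyme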
Target sequence (P54829 whole entry, looked up): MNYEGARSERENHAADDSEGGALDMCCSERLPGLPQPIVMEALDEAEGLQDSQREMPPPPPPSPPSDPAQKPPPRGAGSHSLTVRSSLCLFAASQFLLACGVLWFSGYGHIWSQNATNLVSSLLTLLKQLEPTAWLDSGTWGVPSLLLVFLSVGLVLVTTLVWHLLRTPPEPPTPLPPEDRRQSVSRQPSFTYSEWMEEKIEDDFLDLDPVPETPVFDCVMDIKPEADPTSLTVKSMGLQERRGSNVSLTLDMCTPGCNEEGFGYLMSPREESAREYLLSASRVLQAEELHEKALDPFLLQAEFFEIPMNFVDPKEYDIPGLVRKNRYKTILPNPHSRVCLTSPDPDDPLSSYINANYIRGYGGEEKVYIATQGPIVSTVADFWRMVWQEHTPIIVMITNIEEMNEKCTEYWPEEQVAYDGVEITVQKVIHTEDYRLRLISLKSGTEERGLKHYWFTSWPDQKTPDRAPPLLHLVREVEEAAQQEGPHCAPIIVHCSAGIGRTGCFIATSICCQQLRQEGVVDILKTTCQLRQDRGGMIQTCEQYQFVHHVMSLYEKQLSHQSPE
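System: STEP phosphatase, cell-free reaction; Buffer or medium: Bis-Tris pH 6.0 buffer with DTT, detergent; Incubation: 20 min at room temperature, dark; Measured by: fluorescence, 480/540 nm.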
SUMO1-SIM PPI: modulators of SUMO1 protein-protein interactions, primary screen, biochemical, uHTS. 360,000 compounds, 0.33% hits. Small ubiquitin-related modifier 1 (Homo sapiens), P63165. SUMO1 binding to a labelled peptide, TR-FRET, 1 h. inhibition, % at 20 µM; in the data active means inhibition above about 37%
An asterisk follows results filed as active; i = inactive; / = not tested or not shown; + = active, no number.

DNMT1 inh,Scp-1 inhibitor,Neddylation inh,NadD inh,Rin1-Abl PPI inh,CSN inh,LMPTP block,Rpn11 block,STEP block,SUMO1-SIM PPI,canonical_smiles
1,-2,i,-8,1,0,0.5,i,0,4,COc1ccc(Cl)cc1NC(=O)COC(=O)C1CC(=O)N(Cc2ccccc2)C1 (stereo not drawn)
-1,-12,i,-8,-6,-13,-1.2,i,1,12,COc1cc(OC)cc(C(=O)Nc2ccc(S(=O)(=O)Nc3cc(C)on3)cc2)c1
-15,17,/,-3,0,4,0.9,i,-3,-12,Cc1ccc2nc(-c3ccc(N)cc3)sc2c1
-2,-7,i,-5,3,-9,-0.9,i,-4,1,Cc1cccc(C)c1OCC(O)CNS(=O)(=O)c1ccccc1C(=O)N1CCCCC1 (stereo not drawn)
-3,1,i,4,-4,-3,0.8,i,2,-3,Cc1cc(OCC(=O)N2CCC(O)(c3ccc(Cl)cc3)CC2)c2c(C)cc(=O)oc2c1
0,-6,i,8,3,1,-0.7,i,-1,8,Cc1cc(C)nc(NC(=O)C(c2ccccc2)c2ccccc2)n1
0,-7,i,-4,0,-2,0.5,i,1,-2,Cc1cccc(C(C(=O)NCc2ccc(F)cc2)N(C(=O)c2csnn2)C2CC2)c1 (stereo not drawn)
-2,-9,i,-1,-1,-1,0.0,i,0,1,CCCOc1ccc(C(=O)Nc2ccc(N3CCN(C(=O)c4ccco4)CC3)cc2)cc1
0,-5,i,-1,-2,1,-1.5,i,1,-2,O=C(Cn1nc(-c2ccccc2)ccc1=O)N1CCCCC1
-8,-10,i,16,-1,3,-0.1,i,3,3,CN(Cc1ccccc1)S(=O)(=O)c1ccc(C(=O)Nc2nnc(C3CC3)o2)cc1
0,-11,i,-1,1,-3,-0.2,i,-2,-1,CSc1ccc(N/N=C(/C#N)S(=O)(=O)C(C)(C)C)cc1
0,0,i,-15,1,3,-0.5,i,-3,-13,Cc1ccc(-c2nc3cccnc3s2)cc1NC(=O)c1ccco1
3,-6,i,-2,3,-3,-5.7,i,0,2,CC1CC(C)CN(C(=O)c2ccc3c(c2)OCCO3)C1 (stereo not drawn)
3,-3,i,-1,1,2,-0.9,i,0,-2,O=C(c1ccccc1)N1CCN(C(=O)c2cc3ccccc3oc2=O)CC1
3,-1,i,-2,3,-2,-2.5,i,0,-3,O/N=C1\CC(O)Cc2nonc21 (stereo not drawn)
1,-9,i,0,3,-3,-1.2,i,-2,2,CN1CCN(S(=O)(=O)c2cccc(C(=O)NC3(C)CCS(=O)(=O)C3)c2)CC1 (stereo not drawn)
2,4,+,6,3,0,0.1,i,-1,-1,O=C1N/C(=C/c2cccn2-c2ccccc2)C(=O)N1Cc1ccccc1F
-9,-2,i,-7,-2,-5,2.2,i,-2,-5,COc1ccc(S(=O)(=O)Nc2ccc3c(c2)OCO3)cc1Cl
92*,-8,i,42*,-5,45*,59*,i,5,6,O=C(COc1ccc([N+](=O)[O-])cc1)Nc1ccc(N2CCCC2)cc1
-1,-7,i,-4,-1,2,-0.1,i,-1,-8,COc1ccc(/C=C2/NC(=O)N(CC(=O)Nc3cccc(C)c3)C2=O)cc1O
2,1,i,-1,0,-3,-0.8,i,-1,1,Cc1cc(NC(=O)C2C3C(=O)N(Cc4ccc(Cl)cc4)C(C(=O)NC(C)(C)C)C34C=CC2(C)O4)no1 (stereo not drawn)
-3,-6,i,7,-1,6,0.8,i,2,-3,CC(C)(C)c1csc(NC(=O)Cn2c(=O)oc3ccccc32)n1
0,3,i,-6,-2,0,-1.4,i,0,2,CCCN1CCN(c2ncnc3c2nnn3Cc2ccccc2)CC1
-1,-10,i,-10,4,0,-0.7,i,-1,0,CCOc1ccc(Cn2nnc(-c3ccc(S(C)(=O)=O)cc3)n2)cc1OCC
0,-5,i,-3,1,0,-0.9,i,-1,-1,O=C1NC(c2ccccc2)CCC1(Cl)Cl (stereo not drawn)
-8,-1,i,-7,1,0,0.3,i,0,-1,COc1ccc(Br)cc1C(=O)Nc1cccc2ncccc12
-3,-5,i,7,-1,-2,-1.1,i,2,-12,CN(C)/C=C1/Sc2ccccc2C1=O
8,-7,i,33*,0,0,-1.2,i,-2,5,CN(C)/C=C1\C(=O)N(c2ccc(Cl)c(Cl)c2)CS1(=O)=O
5,/,i,2,1,1,-0.8,i,0,6,COCCNC(=O)C1(C)CCCN(C(=O)c2ccc(-c3ccccc3)cc2)C1 (stereo not drawn)
-1,-5,i,-7,-3,3,-1.6,i,-4,0,Nn1cc(-c2ccccc2)nc1SCC(=O)Nc1cccc(S(N)(=O)=O)c1
-17,2,i,15,2,7,-1.0,i,-1,10,Cc1ccc(Nc2nc(-c3sc(N)nc3C)cs2)cc1
8,-7,i,16,-2,16,26,i,6,3,O=C(c1ccccc1)c1ccc2nc(N3CCN(C(=O)c4ccco4)CC3)c3nncn3c2c1
0,-7,i,-10,-1,2,-0.9,i,0,0,CCOC(=O)C1CCCN(C(=O)c2cc(-c3ccc(C)cc3)on2)C1 (stereo not drawn)
1,-8,i,-1,-1,-1,-1.3,i,0,10,O=C(NNc1c(Cl)cncc1Cl)c1sccc1Cl
6,-5,i,-4,-2,-10,5.0,i,0,0,Cc1cccc(CN2CCc3c(OCC(=O)N4CCCc5ccccc54)cccc3C2=O)c1
0,-8,i,6,1,37*,5.0,i,4,-2,O=C1NC(=O)/C(=C\c2ccc(OCc3cnc(Cl)s3)cc2)S1
-13,0,i,2,-2,1,-0.6,i,-1,0,COc1ccccc1CNc1ccc(N2CCOCC2)c(C(=O)O)c1
4,/,i,-5,-1,-3,-0.6,i,1,-2,Cc1ccc(CC#N)c(-c2c(CC#N)ccc(C)c2C)c1C
-4,-15,i,5,-2,2,2.7,i,1,0,CC(C)(C)n1nnnc1C(c1cccs1)N(Cc1ccccc1)Cc1ccco1 (stereo not drawn)
10,23,i,24,3,25,3.1,i,3,9,N#Cc1c(-c2ccco2)c2c([nH]c1=S)CCCC2
13,-4,i,-1,-7,10,0.9,i,-3,-5,COc1cc(OC)c(OC)cc1/C=C1/Cc2ccccc2C1=O
2,-7,i,-1,-4,2,-1.2,i,0,3,O=C(c1cc(-c2cccc(Cl)c2)on1)N1CCCC1
0,-8,i,-1,-2,-1,-1.1,i,0,-1,NC(=O)c1ccc2c(=O)n3c(-c4cccs4)csc3nc2c1
-1,/,i,-1,-2,0,5.8,i,0,10,O=C(NCc1ccccc1)c1cccc2c(-c3ccc(F)c(F)c3)coc12
5,-7,i,-2,-2,3,2.5,i,2,0,NC(=O)c1ncc(C(F)(F)F)cc1Oc1cccnc1
2,-1,i,-5,0,1,0.1,i,-3,-3,CCc1ccc(OC(C)C(=O)Nc2ccccc2C(=O)N2CCOCC2)cc1 (stereo not drawn)
3,/,i,-1,-4,2,-2.5,i,-4,3,CC1(C(=O)NS(=O)(=O)c2ccccc2)CCN1C(=O)c1ccc(C2CCCCC2)cc1 (stereo not drawn)
-6,-2,i,2,4,0,0.7,i,0,-5,CCOc1ccc2nc(NC(=O)C34CC5CC(CC(NC(C)=O)(C5)C3)C4)sc2c1
-1,-1,i,-1,0,-5,-0.6,i,-1,3,O=C(O)CC(NC(=O)C12CC3CC(CC(C3)C1)C2)c1cccc(Cl)c1 (stereo not drawn)
-13,-1,i,-6,-1,0,-1.9,i,2,1,CCOC(=O)c1ccc(NC(=O)CC2COc3ccccc3O2)cc1 (stereo not drawn)

A draw from above in order of number of heavy atoms, smallest number first:
DNMT1 inh,Scp-1 inhibitor,Neddylation inh,NadD inh,Rin1-Abl PPI inh,CSN inh,LMPTP block,Rpn11 block,STEP block,SUMO1-SIM PPI,canonical_smiles
1,-8,i,-1,-1,-1,-1.3,i,0,10,O=C(NNc1c(Cl)cncc1Cl)c1sccc1Cl
2,-7,i,-1,-4,2,-1.2,i,0,3,O=C(c1cc(-c2cccc(Cl)c2)on1)N1CCCC1
5,-7,i,-2,-2,3,2.5,i,2,0,NC(=O)c1ncc(C(F)(F)F)cc1Oc1cccnc1
0,-8,i,-1,-2,-1,-1.1,i,0,-1,NC(=O)c1ccc2c(=O)n3c(-c4cccs4)csc3nc2c1
13,-4,i,-1,-7,10,0.9,i,-3,-5,COc1cc(OC)c(OC)cc1/C=C1/Cc2ccccc2C1=O
-1,-1,i,-1,0,-5,-0.6,i,-1,3,O=C(O)CC(NC(=O)C12CC3CC(CC(C3)C1)C2)c1cccc(Cl)c1 (stereo not drawn)
-1,/,i,-1,-2,0,5.8,i,0,10,O=C(NCc1ccccc1)c1cccc2c(-c3ccc(F)c(F)c3)coc12
2,-1,i,-5,0,1,0.1,i,-3,-3,CCc1ccc(OC(C)C(=O)Nc2ccccc2C(=O)N2CCOCC2)cc1 (stereo not drawn)
-6,-2,i,2,4,0,0.7,i,0,-5,CCOc1ccc2nc(NC(=O)C34CC5CC(CC(NC(C)=O)(C5)C3)C4)sc2c1
3,/,i,-1,-4,2,-2.5,i,-4,3,CC1(C(=O)NS(=O)(=O)c2ccccc2)CCN1C(=O)c1ccc(C2CCCCC2)cc1 (stereo not drawn)
6,-5,i,-4,-2,-10,5.0,i,0,0,Cc1cccc(CN2CCc3c(OCC(=O)N4CCCc5ccccc54)cccc3C2=O)c1
8,-7,i,16,-2,16,26,i,6,3,O=C(c1ccccc1)c1ccc2nc(N3CCN(C(=O)c4ccco4)CC3)c3nncn3c2c1
